Screening data (PubChem)
Imprint erasure: genomic imprint erasure induction; AID 1948; Potency, µM (titrated, usually from 60.7 µM), inactives show top-dose activity change, positive = activation, most hits filed as activators; actives 0.02% (n = 110,000); mouse ES Peg3-LacZ reporter, beta-gal luminescence, 40 h;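 further: 0% = negative control wells on the plate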
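Readout: BetaGlo luminescence (5 min, room temp) for LacZ from the normally silent maternal Peg3 allele in female Peg3LacZ-Neo ES cells. Cells 300/well, 40 h, 37C, 5% CO2. Data normalized per plate to negative controls.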
p53ts 32C kill: kills p53ts cells at the permissive temperature | H1299-p53A138V at 32C, ATP luminescence viability, 24 h | Potency, µM (highest dose often 46.1 µM), for the others: at the highest dose activity change, negative = cytotoxicity, actives largely listed as cytotoxic | actives 0.93% (n = 130,000);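 further: 0% = DMSO and -100% = full killing by reference compound; nearly all actives have a fitted effect of over 55% in size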
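ATP-content luminescence (ATPlite) read-out after 24 h compound exposure at 32C in H1299-p53A138V cells (600/well). Tested up to 46 uM. Normalized to DMSO (0%) and 100 uM tamoxifen (100% killing); Hill-fit AC50.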
p53ts 39C tox: cytotoxicity in p53ts cells at nonpermissive temperature | H1299-p53A138V viability at 39C, ATP luminescence, 24 h | Potency, µM (series often up to 46.1 µM), for the others: at the highest dose activity change, negative = cell killing, hits mostly cytotoxic | actives 1.5% (n = 130,000) | AID 902; further: nearly all actives have a fitted effect of over 55% in size
IkB signaling: IkB pathway inhibition in ABC-DLBCL cells; Potency, µM (titrated, usually from 57.1 µM), without a hit: at the highest dose IkBa stabilization activation; AID 445; ABC-DLBCL IkBa-CBG/CBR dual luciferase ratio, 4 h; response scale: scaled: untreated 0%, proteasome inhibitor 100%; actives 0.04% (n = 110,000); active means well fitted curve in the direction sought with a large enough effect in the signal ratio, not every such curve was filed as active; inconclusive means small, poorly fitted or top-dose-only effect, or a change in a side signal; the % refers to the signal ratio;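 further: the direction sought is a rising ratio; 0% = basal untreated cells and 100% = reference inhibitor full response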
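Curves were fitted separately to fusion (green), unfused (red) and ratio luminescence, then classed by r2, magnitude and activity. Cells: OCI-Ly3, 4 h compound plus doxycycline at 37C; 10 uM MG-132 defined full response.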
Numbers without * were called inactive; u = inconclusive; x = not tested or not shown; [ ] = remark or other dose. Unless noted, the call rests on the fitted dose curve; in most records, active means well fitted curve in the direction sought with a large enough effect; inconclusive means small, poorly fitted or top-dose-only effect, or another doubt; inactive means no such curve, though single readings can be large; an effect the other way counts as inactive or inconclusive. Unless noted, on the % scale 0 is the no-effect control and ±100 the full control effect; potency means the concentration at half of the fitted maximal effect.

no.	Molecule	Imprint erasure	p53ts 32C kill	p53ts 39C tox	IkB signaling
1	Cc1cc(NC(=O)CN2CCN(c3ccccc3O)CC2)no1	-8%	18%	-9%	0.7%
2	CCOC(=O)c1c(NC(=O)CSc2nnc(-c3cccnc3)o2)sc(C(C)=O)c1C	-9%	4%	0%	u
3	Cc1ccc(Cn2c(C(=O)O)c(CNCc3cccs3)c3ccc(C)cc32)cc1	-12%[10.9 µM]	9%	-7%	u
4	O=C(CSc1nnc(-c2cccnc2)n1-c1ccccc1)NCc1ccc2c(c1)OCO2	-5%	-4%	17%	9.0%
5	CCc1cc(N2CCOCC2)cc2c1[nH]c1ccccc12	-1%	6%	10%	6.4%
6	CCOC(=O)c1[nH]cnc1C(=O)NC(C)C	x	0%	8%	x
7	Cc1ccc(NC(=O)c2ccccc2O)cc1	-65%[inhibitor]	14µM*	10µM*	u
8	COc1ccc(C(c2nnnn2C2CCCC2)N2CCc3ccccc3C2)cc1OC (stereo not drawn)	-2%	14%	0%	u
9	CCn1cc(C(=O)NCCCN2CCC(C)CC2)c(=O)c2cc(S(=O)(=O)N(C)C3CCCCC3)ccc21	-5%[10.9 µM]	-8%	-21%	1.3%
10	Cc1ccc(CNS(=O)(=O)c2cc3c(cc2Cl)NC(=O)CO3)o1	u	58%[activator]	-6%	0.0%
11	COc1cccc(-c2cn3c(n2)sc2cc(C(=O)NCCC4=CCCCC4)ccc23)c1	-14%[10.9 µM]	1%	-5%	-0.2%
12	CCCNc1nc2c(c(=O)[nH]c(=O)n2C)n1CCC(C)C	-10%	7%	6%	-1.2%
13	O=c1[nH]c2ccccc2n1CCCN1CCN(C(c2ccccc2)c2ccccc2)CC1	-13%	11%	-7%	5.5%
14	Cc1noc(C)c1C(=O)N1CCC2(CC1)CCN(c1ccccn1)CC2	x	0%	-3%	-1.5%[11.4 µM]
15	COc1cc2c(cc1OC)C(C(=O)NC1CC1)C1c3ccccc3CCN1C2=O (stereo not drawn)	-8%	1%	3%	-1.2%
16	COc1ccc(CNC(=O)c2ccc(N3CCCC3=O)cc2)cc1	-5%	4%	-5%	0.9%
17	CC(C)COC(=O)c1cc(-c2ccc(/C=N/n3cnnc3)o2)ccc1Cl	-5%	-1%	0%	1.0%
18	O=C(Nc1ccccc1Cl)N1CCC2(CC1)Oc1ccccc1C(=O)N2Cc1ccc(F)cc1	-13%[10.9 µM]	5%	-12%	u
19	Cc1ccc(C)c(CSC2=NC(C)(C)Nc3ccccc32)c1	-11%[10.9 µM]	-9%	-16%	-0.4%
20	CC(=O)c1cccc(NC(=O)CN2C(=O)c3ccccc3Sc3ncccc32)c1	-18%[10.9 µM]	3%	-4%	0.1%
21	COC(=O)C/C=C\[C@@H](C)[C@@H](/C=N\O[C@@H](C)CN1CCCCc2nc(C)c(C)cc21)OC	x	-2%[9.22 µM]	4%[9.22 µM]	x
22	COc1ccc(-c2c(C#N)c(SCc3c(C)noc3C)nc3c2C(=O)CC(C)(C)C3)cc1	-3%	1%	-8%	-0.8%
23	O=C1C[C@H]2C(=O)[C@@H]1[C@@H](C(=O)O)[C@H]2C(=O)O	-15%[10.9 µM]	-3%[9.22 µM]	-4%[9.22 µM]	-0.4%[11.4 µM]
24	Cc1ccc2c(CN3CCN(c4ccc(Cl)cc4)CC3)cc(=O)oc2c1	-6%[10.9 µM]	1%	7%	u
25	CC1CCN(C(=O)CSc2ccc3nnc(-c4cccc(F)c4)n3n2)CC1	29%	15%	-1%	3.4%
26	c1ccc(N2CCN(c3ncnc4scc(-c5cccs5)c34)CC2)cc1	1%	3%	7%	1.0%
27	COc1ccccc1N1CCN(C(=O)C(CCSC)NS(=O)(=O)c2ccc3c(c2)oc(=O)n3C)CC1 (stereo not drawn)	-14%[10.9 µM]	11%	3%	-0.5%
28	O=C(NCCCN1CCOCC1)c1cc2c(s1)CCCC2	-13%	-5%	-4%	-0.1%
29	Cc1cc(Nc2cccc(C(F)(F)F)c2)n2nc(C)nc2n1	-14%	5%	-5%	-0.6%
30	CCc1ccc(Nc2oc(C)cc(=O)c2C(C)=O)cc1	-25%	2%	1%	-0.2%
31	CC(C)OC(=O)CSc1nnc(-c2ccc(C(C)(C)C)cc2)n1N	-5%	13%	9%	-2.1%
32	Cc1c(Br)cc(C(=O)NCc2ccco2)c(C)c1C	-23%	-4%	-2%	16%
33	Cc1ccc(NC(=O)CCSc2nc(-c3ccc4c(c3)OCO4)cc(C(F)(F)F)n2)c(C)c1	-3%[10.9 µM]	-3%	u	0.1%
34	Cn1c(CCN2CCN(c3ccc(F)cc3)CC2)nc2cc(NC(=O)c3ccco3)ccc21	-12%	-3%	7%	-0.9%
35	Cc1cc(C)c2cc(CN(CC3CCCO3)S(=O)(=O)c3ccc4c(c3)OCCO4)c(=O)[nH]c2c1 (stereo not drawn)	-5%	-6%	5%	13%
36	COc1ccccc1CNCc1cccs1	-15%	2%	0%	0.7%
37	CC(=O)C[C@H](O)[C@@H](NC(=O)OC(C)(C)C)C(C)C	x	0%[9.22 µM]	-4%[9.22 µM]	x
38	COc1ccc2[nH]c(=O)c(CN(CCO)S(=O)(=O)c3ccc4c(c3)OCCO4)cc2c1	-2%	-4%	2%	-1.5%
39	O=C(NCCc1csc(-c2ccccc2)n1)c1cccs1	-16%	10%	15%	-1.4%
40	CCOC(=O)c1cc(-c2ccccc2)n(-c2cccc(C(=O)N(C)c3ccc(C)cc3)c2)c1C	-19%[10.9 µM]	1%	22%	-2.2%
41	Cc1ccc(NC(=O)CSc2nc3ccc(NC(=O)c4ccco4)cc3s2)cc1	-16%[10.9 µM]	-3%	-12%	0.0%
42	CCOC(=O)c1c(NC(=O)c2ccc(OC)cc2)sc2c1CCCCC2	6%[10.9 µM]	3%	13%	5.2%
43	COc1ccc2cnn(-c3ccccc3C)c(=O)c2c1OC	x	-3%	-1%	x
44	COc1ccc(S(=O)(=O)NCc2ccc(C(=O)NCc3ccccc3)cc2)cc1	-10%[10.9 µM]	-7%	29%	u
45	CCOC(=O)c1c(-c2ccccc2)oc2ccc(OCc3cccc(Br)c3)cc12	-6%[10.9 µM]	10%	-21%	6.0%
46	COc1cccc(NC(=O)CC2Oc3ccccc3NC2=O)c1 (stereo not drawn)	5%[10.9 µM]	6%	11%	u
47	S=C1NC2=C(CCCC2)C2(CCCCC2)N1	x	15%	18%	x
48	COc1cccc(Nc2nc3ccc(C)cc3nc2-n2nc(C)cc2C)c1	-11%[10.9 µM]	5%	1%	u
49	COc1cccc(CC(=O)Nc2ccc(-c3nc4ccccc4s3)cc2)c1	-8%[10.9 µM]	-9%	-32%	-1.9%
50	COC(=O)c1scc(-c2ccc(C)cc2)c1S(=O)(=O)Nc1c(C)cc(C)cc1C	-5%[10.9 µM]	10%	-21%	u
51	CCCS(=O)(=O)c1nc(S(=O)(=O)c2ccc(C)cc2)c(NCCN2CCOCC2)s1	-9%	2%	4%	3.0%
52	CCc1cccc(C)c1NC(=O)CN1C(=O)c2ccccc2S1(=O)=O	19%	-7%	6%	-1.5%
53	CN1/C(=C/C(=O)c2nc(S(C)(=O)=O)ncc2Cl)C(C)(C)c2ccccc21	-58%[inhibitor]	u	u	u
54	Cc1ccc(C(C(=O)NC2CCCC2)N(C(=O)c2csnn2)C2CCCC2)o1 (stereo not drawn)	-3%	4%	11%	-0.3%
55	Cc1c(C(=O)OC(C)C)sc(NC(=O)C2c3ccccc3Oc3ccccc32)c1C(=O)OC(C)C	-7%[10.9 µM]	10%	12%	2.7%
56	CCSc1ncc(Cl)c(C(=O)Nc2nnc(CC)s2)n1	-4%[10.9 µM]	-2%	-6%	4.1%
57	Cc1ccc(-c2nc3cc(C(C)C)ccc3o2)cc1NC(=O)c1cc2ccccc2o1	-12%[10.9 µM]	0%	4%	42%
58	CSc1cccc(Nc2cc(C(=O)NCCc3ccc(Cl)cc3)c3ccccc3n2)c1	-8%[10.9 µM]	0%	u	u
59	Cc1cc(C)cc(NC(=O)C(Cc2ccccc2)NS(=O)(=O)c2ccc3c(c2)c(=O)n(C)c(=O)n3C)c1 (stereo not drawn)	17%[10.9 µM]	-7%	-18%	u
60	CCN(CC)c1ccc(NC(=O)c2sc3nc(-c4ccccc4)cn3c2C)cc1	-17%[10.9 µM]	5%	-13%	u

The listing continues:
no.	Molecule	Imprint erasure	p53ts 32C kill	p53ts 39C tox	IkB signaling
61	Cn1cccc1C(=O)N1CCC[C@@]2(CCN(Cc3ccccc3)C2)C1	x	12%	22%	0.7%[11.4 µM]
62	Cn1c(=O)c2c(nc(CN3CCC(C(N)=O)CC3)n2Cc2c(Cl)cccc2Cl)n(C)c1=O	4%	19%	13%	-2.2%
63	O=C(CSc1nc(-c2cccs2)nc2cc(=O)[nH]n12)Nc1cccc(C(F)(F)F)c1	9%[10.9 µM]	-1%	43%[activator]	3.8%
64	COCCN(CCOC)S(=O)(=O)c1ccc(C(=O)NCCCN2CCOCC2)cc1	0%	-6%	-11%	0.9%
65	CCn1cc(C(=O)O)c(=O)c2cnc(N3CCN(C(=O)Nc4cccc5ccccc45)CC3)nc21	-3%	-4%	6%	0.6%
66	CC(=O)NNC(=O)c1ccncc1	x	-15%	15%	x
67	COc1ccc(NC(=O)Cn2c(=O)n(-c3cccc(C(F)(F)F)c3)c(=O)c3sccc32)cc1	-11%[10.9 µM]	-5%	u	-3.2%
68	CCOC(=O)N1CCc2c(sc(NCc3sccc3C)c2C(=O)Nc2cc(OC)ccc2OC)C1	-15%[10.9 µM]	7%	2%	-1.5%
69	CSc1nsc(SC)c1C(=O)N1CCN(S(=O)(=O)c2ccc(C)cc2)C1C (stereo not drawn)	-11%	11%	-4%	0.4%
70	CCOCCc1nnc(NC(=O)c2cccs2)s1	-54%[inhibitor]	4%	4%	0.7%
71	CCCC(C(=O)NCc1ccc(OC)cc1)N(Cc1ccco1)C(=O)c1snc(C(N)=O)c1N (stereo not drawn)	-13%	5%	-5%	1.0%
72	COc1cc(NC(=O)Cn2cnc(S(=O)(=O)N3CCCC3)c2)cc(OC)c1OC	-3%[10.9 µM]	-2%	-15%	-0.5%

Look-ups from the entries so far:
IkB signaling, COc1ccc(NC(=O)Cn2c(=O)n(-c3cccc(C(F)(F)F)c3)c(=O)c3sccc32)cc1 stands at -3.2%
p53ts 32C kill, O=C(CSc1nc(-c2cccs2)nc2cc(=O)[nH]n12)Nc1cccc(C(F)(F)F)c1 stands at -1%
p53ts 32C kill, CCCC(C(=O)NCc1ccc(OC)cc1)N(Cc1ccco1)C(=O)c1snc(C(N)=O)c1N (stereo not drawn) stands at 5%
Imprint erasure, CCOCCc1nnc(NC(=O)c2cccs2)s1 stands at -54%[inhibitor]

Carrying on.
no.	Molecule	Imprint erasure	p53ts 32C kill	p53ts 39C tox	IkB signaling
73	CCn1cc(C2=NC(C(C)C)CO2)c2ccccc21 (stereo not drawn)	-17%	1%	-5%	-1.2%
74	Cc1ccccc1CNC(=O)c1sc2ncnc(N(C)C3CCCCC3)c2c1C	-14%[10.9 µM]	5%	-15%	u
75	COc1ccccc1CNC(=O)CCN1C(=O)COc2ccc(C)cc21	-9%	-19%	8%	1.5%
76	Cc1ccc(-c2noc(CCC(=O)NC3CCCc4ccccc43)n2)cc1 (stereo not drawn)	-19%	4%	-8%	1.0%
77	Nc1ccc(S(=O)(=O)Nc2ccc(Cl)nn2)cc1	-14%	-10%	0%	0.2%[25.6 µM]
78	CC(=O)Nc1ccc(OCC(O)CN2CCN(c3ccc(Cl)cc3)CC2)cc1 (stereo not drawn)	x	-1%	18%	x
79	CC1CCCCN1Cc1nc2c(c(=O)n(C)c(=O)n2C)n1CCc1ccccc1 (stereo not drawn)	6%	2%	10%	0.0%
80	CCOc1ccc(S(=O)(=O)c2cn(Cc3ccccc3C)c3ccc(OC)cc3c2=O)cc1	4%[10.9 µM]	2%	-13%	u
81	COC(=O)[C@@]1(Cc2ccccc2)[C@H]2c3cc(C(=O)N(C)C)n(Cc4ccc(OC)c(OC)c4)c3C[C@H]2CN1C(=O)c1ccccc1	-13%	12%	-2%	x

Sorted by molecular weight (rising): part of the list above.
no.	Molecule	Imprint erasure	p53ts 32C kill	p53ts 39C tox	IkB signaling
37	CC(=O)C[C@H](O)[C@@H](NC(=O)OC(C)(C)C)C(C)C	x	0%[9.22 µM]	-4%[9.22 µM]	x
42	CCOC(=O)c1c(NC(=O)c2ccc(OC)cc2)sc2c1CCCCC2	6%[10.9 µM]	3%	13%	5.2%
78	CC(=O)Nc1ccc(OCC(O)CN2CCN(c3ccc(Cl)cc3)CC2)cc1 (stereo not drawn)	x	-1%	18%	x
